Source: PubChem (National Center for Advancing Translational Sciences (NCATS))
D1 antagonist: blocks dopamine activation of the human D1 receptor. P21728. HEK293 TREx D1 cells, calcium flux, dopamine EC80; hits give low values. activity change, negative = inhibition, % at 10 µM. 3.2% of 360,000 active; in the data active = activity change below about -30%; also: % is scaled to controls: 0 for no effect and ±100 for the full control effect
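Tetracycline-induced HEK293 T-REx cells with force-coupled D1 receptor were loaded with a no-wash calcium dye. Compound was added after a 10 s baseline and read kinetically for 180 s; EC80 dopamine was then added and calcium flux followed another 180 s.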
D2 PAM: D2 dopamine receptor (human) potentiation. P14416. HEK293 T-REx D2, calcium flux, EC20 dopamine potentiation. potentiation, % at 10 µM. 0.34% of 340,000 active;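 active = potentiation over 3 SD above the plate norm, cut at about 30% in these data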; also: 0% is about no effect
Target sequence (P14416 whole entry, looked up): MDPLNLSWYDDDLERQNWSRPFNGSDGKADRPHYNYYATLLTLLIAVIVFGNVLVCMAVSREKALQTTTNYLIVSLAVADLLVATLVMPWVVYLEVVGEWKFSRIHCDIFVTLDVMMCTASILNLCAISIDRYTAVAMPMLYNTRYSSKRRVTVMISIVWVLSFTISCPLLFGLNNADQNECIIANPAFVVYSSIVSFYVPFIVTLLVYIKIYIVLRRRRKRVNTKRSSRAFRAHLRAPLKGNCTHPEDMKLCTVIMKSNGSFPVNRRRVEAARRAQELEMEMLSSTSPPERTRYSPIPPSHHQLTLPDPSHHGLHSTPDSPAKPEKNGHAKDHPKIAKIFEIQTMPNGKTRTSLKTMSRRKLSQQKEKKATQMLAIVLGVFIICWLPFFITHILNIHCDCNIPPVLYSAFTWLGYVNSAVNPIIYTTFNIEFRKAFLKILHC
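Primary screen. Calcium kinetics in induced HEK293 T-REx D2 cells: compound pre-addition 180 s, EC20 dopamine, 180 s more.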
TRHR enhancer: allosterically enhances the human TRH receptor. P34981. TRHR cells, fluo-8 calcium fluorescence, EC20 TRH enhancement. enhancement, % at 2 µM. 0.66% of 360,000 active. AID 493056; in the data active = enhancement above about 30%; also: 0% is about no effect
Target sequence (P34981 whole entry, looked up): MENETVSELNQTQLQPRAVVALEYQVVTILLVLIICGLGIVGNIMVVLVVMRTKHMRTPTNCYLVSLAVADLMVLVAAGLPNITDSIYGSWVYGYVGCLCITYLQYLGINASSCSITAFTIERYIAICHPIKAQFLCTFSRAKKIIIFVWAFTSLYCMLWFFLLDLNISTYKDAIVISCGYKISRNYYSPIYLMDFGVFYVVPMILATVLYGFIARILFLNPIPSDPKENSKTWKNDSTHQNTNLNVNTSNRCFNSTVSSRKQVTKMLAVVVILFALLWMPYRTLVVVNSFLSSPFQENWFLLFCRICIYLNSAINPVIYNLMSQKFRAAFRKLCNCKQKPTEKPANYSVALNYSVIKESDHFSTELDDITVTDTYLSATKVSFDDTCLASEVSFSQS
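TRHR-expressing cells loaded with fluo-8 calcium dye were read kinetically (ex 480/em 530) during compound addition, then stimulated with an EC20 of TRH (10 nM final). Enhancement of the Gq-mediated intracellular calcium response was scored.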
D2 agonist: activates the human D2 dopamine receptor; HEK293 T-REx D2 cells, calcium flux agonist mode; activation, % at 2 µM; AID 485358; 0.53% of 340,000 active; P14416;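 active = activation over 3 SD above normal in the single-dose calcium agonist read, cut at about 30% in these data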; also: 0% is about no effect
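Tetracycline-induced HEK293 Trex cells with D2 receptor force-coupled to calcium signaling, plated overnight at 30 C and loaded with no-wash calcium dye. Calcium flux read kinetically for 180 s after compound addition; responses flag agonists.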
D1 ag: agonists of human D1 dopamine receptor; HEK293 T-REx D1 cells, calcium flux, agonist mode; activation, % at 2 µM; 1% of 360,000 active; AID 504660; in the data active = activation above about 30%; also: 0% is about no effect
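Agonism was scored from calcium flux recorded over 180 s (1 read/s) after pintool compound addition, following a 10-cycle baseline. Cells were inducible force-coupled HEK293 TREx D1, plated overnight at 30 C and loaded with no-wash calcium dye.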
RXFP1 antag: blocks the human relaxin receptor RXFP1. Q9HBX9. AID 1259400. HEK293-RXFP1, relaxin-stimulated cAMP HTRF, 30 min; hits give low values. activity change, negative = inhibition, % at 57.5 µM. 0.59% of 350,000 active;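 active = activity change of -60% or lower, but not beyond a set lower limit; inconclusive = change between -60% and -40%, or beyond the set limit; inactive = change above -40%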; also: % is scaled to controls: 0 for no effect and ±100 for the full control effect
D1 potentiator: potentiators of human D1 dopamine receptor | P21728 | HEK293 TREx D1 cells, calcium flux, dopamine EC20 potentiation | potentiation, % at 10 µM | 0.036% of 360,000 active; in the data active = potentiation above about 30%; also: 0% is about no effect
D2 antag: D2 dopamine receptor (human) antagonism. HEK293 TREx D2 cells, calcium flux, dopamine EC80. 2% of 340,000 active. inhibition, % at 10 µM. P14416; in the data active = inhibition above about 30%; also: 0% is about no effect
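Tetracycline-induced HEK293 TREx cells expressing D2 receptor forced-coupled to calcium signalling, loaded with no-wash calcium dye. Compounds added and calcium flux read 180 s, then dopamine added at EC80 and read a further 180 s.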
RXFP1 ag: agonists of human relaxin receptor RXFP1; HEK293T-RXFP1 cAMP TR-FRET, 30 min; response scale: percent of porcine relaxin response, buffer zero; Potency, µM (series often up to 57.5 µM), without a hit: at the top dose activation, most hits filed as activators; 0.3% of 370,000 active; AID 2676; active = well fitted activation curve with a large enough effect; inconclusive = small, poorly fitted or top-dose-only effect; also: potency is read from the fitted curve at half-maximal effect; % is scaled to controls: 0 for no effect and ±100 for the full control effect; nearly all actives have a fitted effect of over 60% in size; many of its hits are not listed in these tables
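cAMP rise read by TR-FRET after 30 min, 37C compound exposure (up to 58 uM) in RXFP1-transfected HEK293 cells with Ro 20174 present. EC50 from Hill-equation fits, with 29 nM porcine relaxin as 100% and buffer as basal.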
* = called active by the depositor; ? = inconclusive; . = not tested or not shown. Only part of the results is shown (hit frequency here may not be typical).

SMILES	D1 antagonist	D2 PAM	TRHR enhancer	D2 agonist	D1 ag	RXFP1 antag	D1 potentiator	D2 antag	RXFP1 ag
Cc1ccc(-n2c(C)cc(C=C(C#N)C#N)c2C)cc1	-46*	0	-10	-1.6	7	10	-4	9	9.5%
COc1cc(/C=C/c2ccc3cccc(OC)c3n2)c(O)c([N+](=O)[O-])c1	-7	3	-3	-0.6	0	-1	2	2	0.2%
CN(C)c1ccc(/C=N/NC(=O)c2ccc(CN3CCOCC3)cc2)cc1Br	20	8	2	2.1	4	-12	-12	2	3.1%
COC(=O)CSc1ncnc2c1sc1nc3c(cc12)COC(C)(C)C3	.	2	-4	1.8	1	-17	-6	-2	?
Cc1ccc(-n2nnnc2CNC(=O)c2ccccc2)cc1C	2	2	1	2.3	1	-16	-3	.	2.6%
COc1ccc(Br)cc1CNC(=O)CSc1cc(=O)n(C)c2ccccc12	-1	2	-1	9.6	-2	-3	3	.	8.7%
CCOc1cc(C(=O)N2CCC(CC3CC(c4ccc(Cl)cc4)=NO3)(C(=O)NCC3CCCCC3)CC2)cc(OCC)c1OCC (stereo not given)	-15	4	0	0.1	2	.	-3	16	0.3%
COc1ccc(C2C(C(=O)NCCN(C)C)c3ccccc3C(=O)N2C)cc1OC (stereo not given)	13	-1	-2	0.7	5	-2	3	11	0.1%
NC1=NC2=C(CCCC2)C2(CCCCC2)S1	19	-6	13	-0.3	17	4	-1	-19	-0.1%
CN1N=C(C(F)(F)F)CC1=O	-9	-4	2	1.8	2	-3	-2	15	0.2%
COc1ccc(NC(=O)CN(Cc2ccccc2)Cc2ccccc2)cc1S(N)(=O)=O	-8	-3	-6	13	2	.	1	4	4.3%
Cc1ccc(OCCSc2ncnc3nc[nH]c23)cc1	-3	2	10	0.1	5	-7	-8	-7	0.8%
CCN(CC(=O)Nc1ccc(NC(C)=O)cc1)C(=O)COc1ccccc1Cc1ccccc1	5	-2	-3	0.1	4	-9	1	3	-0.5%
COc1ccc(-c2cc(=O)[nH]c(=S)[nH]2)cc1	-19	0	4	1.3	2	-6	-9	-8	4.3%
O=C(Nc1ccc2c(c1)OCO2)C1CCN(C(=O)c2ccc(Cl)cc2)CC1	-8	12	4	0.1	-1	-10	-7	-14	-1.4%
COc1ccc(CNC(=O)CCC(=O)N2CCN(C(C)=O)CC2)cc1	-11	-2	-4	1.4	5	3	.	8	1.3%
COc1ccc(C(=O)N/C(=C/c2ccco2)C(=O)N2CCCCCC2)cc1	-23	-1	1	0.2	1	-2	3	8	1.0%
COc1ccc2c(c1)OC[C@H]1[C@H]2N2C(=O)CN(C)C(=O)[C@@]2(C)[C@H]1c1ccccc1	.	11	6	1.4	-2	.	-1	-3	0.6%
CCOC(=O)C1=C(COC(=O)/C=C/c2cccc([N+](=O)[O-])c2)NC(=O)NC1C (stereo not given)	7	-3	-3	0.6	8	-1	-2	14	1.3%
CCN1CCC(=NNC(=O)c2ccc(C)c([N+](=O)[O-])c2)CC1	-3	-6	1	0.5	1	5	-8	8	1.7%
Cc1nc2ccccc2n1CCc1nc2c3ccccc3nc(SCC#N)n2n1	2	17	-1	0.0	0	.	-4	12	7.4%
OC(COCC1CC=CCC1)Cn1cnc2ccccc21 (stereo not given)	-9	2	14	-0.8	8	-6	11	17	0.0%
CCCN(C(=O)CSc1nnnn1C)c1c(N)n(Cc2ccccc2)c(=O)[nH]c1=O	-23	5	1	3.2	1	-2	2	-14	0.9%
Cc1cccc(CN2CCC(C(=O)Nc3cccc(-c4cccc(F)c4)c3)CC2)n1	-14	-25	0	-0.2	11	?	-4	-30	0.6%
Cc1ccc(CNc2ccc3nnc(-c4ccccc4)n3n2)cc1	1	3	1	0.3	-2	.	1	-16	3.2%
O=C(NCc1ccco1)/C(=C\c1cccs1)NC(=O)c1cccs1	7	-6	-5	0.5	5	-9	-5	-13	-0.1%
Cc1ccc(C(C)(C)C)cc1S(=O)(=O)Nc1ncnc2sccc12	11	-3	2	0.8	2	-6	-7	-13	-0.6%
CC(C)CC(=O)N/N=C/c1c(N)n(C)c(=O)n(C)c1=O	2	-10	0	1.1	0	11	5	8	4.8%
COc1cc(OC)c(NC(=O)CCNS(=O)(=O)c2cc(Br)cnc2N)cc1Cl	6	14	-1	-0.4	5	-10	-4	-19	1.9%
Cc1ccc(/C=N/NC(=O)c2ccc(-c3ccccc3)cc2)o1	-12	12	-1	0.7	0	0	-2	-12	-1.2%

Results in D1 antagonist, for two of the compounds above:
smiles | D1 antagonist
CCCN(C(=O)CSc1nnnn1C)c1c(N)n(Cc2ccccc2)c(=O)[nH]c1=O | -23
CCOC(=O)C1=C(COC(=O)/C=C/c2cccc([N+](=O)[O-])c2)NC(=O)NC1C (stereo not given) | 7

(listing goes on)
SMILES	D1 antagonist	D2 PAM	TRHR enhancer	D2 agonist	D1 ag	RXFP1 antag	D1 potentiator	D2 antag	RXFP1 ag
Cc1ccc(-n2c(=O)c3ccccc3n(CC(=O)C(C)(C)C)c2=O)cc1	-3	17	-1	-0.3	2	-3	-9	5	0.5%
C=CCOc1c2ccc(C(=O)N(CC)c3ccc(OC)cc3)cc2nn1C	1	5	0	-0.2	2	.	-1	-6	2.5%
Cc1ccccc1C(=O)NC(=S)Nc1ccccc1[N+](=O)[O-]	.	4	-2	-0.9	-2	-16	-5	9	-2.1%
CCCN(CCC)C(=O)C1CCCN(S(=O)(=O)c2cc(Br)cc3c2N(C(=O)CC)CC3)C1 (stereo not given)	-2	15	-13	-0.6	-2	.	1	.	2.1%
O=c1n(Cc2ccccc2)nc2n1-c1ccccc1OC2	4	12	0	-1.3	-1	.	-3	.	-1.1%
O=C(COc1ccc2c(c1)OCO2)Nc1ccccc1F	.	-3	2	0.6	0	0	-2	-4	-0.3%
CCOC(=O)/C=C/C(=O)Nc1ccccc1-c1ccccc1NC(=O)/C=C/C(=O)OCC	7	5	5	0.0	0	-6	3	5	4.7%
Cc1cc(C)cc(NC(=O)CSc2nccn2-c2ccccc2)c1	-2	-8	-1	1.2	5	.	-6	.	1.3%
N/C(=N\OC(=O)c1ccccc1Cl)c1ccc(Cl)cc1	9	.	-6	.	3	-5	-1	.	0.3%
Cc1ccc(N/C=C/C(=O)c2ccco2)c(O)c1	2	-14	-2	1.3	9	-2	0	-3	-0.1%
CC1CCCC(C)N1C(=O)CSc1nc2c(c(=O)n(C)c(=O)n2C)n1C (stereo not given)	9	-28	-6	0.8	0	-25	-7	11	30%
CCn1cc2nc(SCc3cccc(C(F)(F)F)c3)n(Cc3ccc(OC)cc3)c(=O)c2n1	2	3	-8	.	10	.	-3	.	15%
CC(=O)/C(=N\Nc1cccc(Cl)c1)Sc1nnc(-c2ccccc2)n1-c1ccccc1	1	3	7	-0.3	1	-14	-3	11	2.0%
O=C(COC(=O)c1ccc(Cl)nc1)NCc1cccs1	4	-5	9	0.0	0	-3	-1	1	0.4%
COC(=O)c1sc(-c2ccccc2)cc1NC(=O)c1ccc(F)cc1	-8	19	-5	0.3	1	-7	0	-10	2.1%
Cc1c(NC(=O)COC(=O)CCc2c[nH]c3ccccc23)c(=O)n(-c2ccccc2)n1C	-9	-2	-3	0.4	1	-5	-4	4	-4.0%
Cc1cc(Oc2nc3ccccn3c(=O)c2/C=C(\C#N)C(=O)NC2CCS(=O)(=O)C2)ccc1Cl (stereo not given)	-30*	3	-4	2.3	-1	-35	-7	9	5.9%
CCOC(=O)c1sc(/N=C/c2c(O)ccc3ccccc23)cc1C	8	1	5	-0.6	-1	0	-2	31*	-1.3%
COc1cccc(-c2noc(C3CCCN(C(=O)c4ccccc4OC)C3)n2)c1 (stereo not given)	-7	-1	0	-1.0	11	-4	-4	-1	-0.3%
COc1ccc(CCn2cc3c(c2-c2ccccc2Br)c(=O)n(C)c(=O)n3C)cc1OC	0	2	4	1.8	2	.	1	.	0.4%
Cc1ccc(CN2CCN(Cc3cccc4c3OCO4)CC2CCO)cc1 (stereo not given)	-2	-19	24	0.1	4	4	5	88*	-0.8%

12 compounds from above, arranged by count of non-hydrogen atoms, largest number first.
SMILES	D1 antagonist	D2 PAM	TRHR enhancer	D2 agonist	D1 ag	RXFP1 antag	D1 potentiator	D2 antag	RXFP1 ag
Cc1cc(Oc2nc3ccccn3c(=O)c2/C=C(\C#N)C(=O)NC2CCS(=O)(=O)C2)ccc1Cl (stereo not given)	-30*	3	-4	2.3	-1	-35	-7	9	5.9%
CCn1cc2nc(SCc3cccc(C(F)(F)F)c3)n(Cc3ccc(OC)cc3)c(=O)c2n1	2	3	-8	.	10	.	-3	.	15%
COc1ccc(CCn2cc3c(c2-c2ccccc2Br)c(=O)n(C)c(=O)n3C)cc1OC	0	2	4	1.8	2	.	1	.	0.4%
CC(=O)/C(=N\Nc1cccc(Cl)c1)Sc1nnc(-c2ccccc2)n1-c1ccccc1	1	3	7	-0.3	1	-14	-3	11	2.0%
COc1cccc(-c2noc(C3CCCN(C(=O)c4ccccc4OC)C3)n2)c1 (stereo not given)	-7	-1	0	-1.0	11	-4	-4	-1	-0.3%
Cc1ccc(CN2CCN(Cc3cccc4c3OCO4)CC2CCO)cc1 (stereo not given)	-2	-19	24	0.1	4	4	5	88*	-0.8%
CC1CCCC(C)N1C(=O)CSc1nc2c(c(=O)n(C)c(=O)n2C)n1C (stereo not given)	9	-28	-6	0.8	0	-25	-7	11	30%
COC(=O)c1sc(-c2ccccc2)cc1NC(=O)c1ccc(F)cc1	-8	19	-5	0.3	1	-7	0	-10	2.1%
CCOC(=O)c1sc(/N=C/c2c(O)ccc3ccccc23)cc1C	8	1	5	-0.6	-1	0	-2	31*	-1.3%
O=C(COc1ccc2c(c1)OCO2)Nc1ccccc1F	.	-3	2	0.6	0	0	-2	-4	-0.3%
N/C(=N\OC(=O)c1ccccc1Cl)c1ccc(Cl)cc1	9	.	-6	.	3	-5	-1	.	0.3%
Cc1ccc(N/C=C/C(=O)c2ccco2)c(O)c1	2	-14	-2	1.3	9	-2	0	-3	-0.1%
